RECQ1 helicase: inhibitors of human RECQ1 DNA helicase; P46063; RECQ1 DNA unwinding, red fluorescence kinetic read; Potency, µM (doses to about 57.3 µM), without a hit: top-dose activity, negative = inhibition, actives largely listed as inhibitors; hit rate 0.54% among 240,000;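 further: plate controls were vehicle for no effect and no enzyme for full effect; nearly all actives have a fitted effect of over 30% in size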
Target sequence (P46063 whole entry, looked up): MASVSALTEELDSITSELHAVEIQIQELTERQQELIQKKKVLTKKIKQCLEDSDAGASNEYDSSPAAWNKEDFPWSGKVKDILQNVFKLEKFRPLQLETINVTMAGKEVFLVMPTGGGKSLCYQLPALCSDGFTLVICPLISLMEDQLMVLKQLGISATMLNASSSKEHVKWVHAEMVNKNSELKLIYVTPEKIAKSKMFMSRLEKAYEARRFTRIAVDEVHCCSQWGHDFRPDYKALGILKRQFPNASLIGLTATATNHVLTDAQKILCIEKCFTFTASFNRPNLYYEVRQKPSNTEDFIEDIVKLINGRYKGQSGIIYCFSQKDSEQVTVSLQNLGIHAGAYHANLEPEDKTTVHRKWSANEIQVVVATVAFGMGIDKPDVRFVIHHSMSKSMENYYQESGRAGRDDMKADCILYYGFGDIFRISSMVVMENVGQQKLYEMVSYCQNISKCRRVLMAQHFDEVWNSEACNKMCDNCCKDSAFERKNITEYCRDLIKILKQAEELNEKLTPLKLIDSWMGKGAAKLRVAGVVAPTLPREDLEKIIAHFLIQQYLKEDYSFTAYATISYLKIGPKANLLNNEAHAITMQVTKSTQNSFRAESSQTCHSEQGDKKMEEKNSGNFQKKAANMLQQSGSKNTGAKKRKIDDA
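RECQ1T1 50 nM; forked duplex (20 bp + 30-nt ss tails) 200 nM, ATP 2 mM final; pH 8.0, 2 mM MgCl2, 2.5 ug/ml poly(dI-dC); 15 min compound preincubation; discontinuous kinetic read over 2 h at RT.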
Epigenetic derep: regulators of epigenetic silencing causing reporter derepression in mouse cells; hit rate 0.2% among 280,000; murine LDR cells, GFP reporter derepression, 30 h; Potency, µM (series often up to 53.9 µM), for the others: at the top dose GFP activation, hits mostly activators; AID 1865; further: % of control where 0% means no effect; nearly all actives have a fitted effect of over 60% in size
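Reporter derepression read as number of fluorescent GFP-positive objects, 20-120 um in size, counted by laser-scanning cytometer. Mouse LDR line with an epigenetically silenced CMV-GFP locus; compound incubation 30 h, 37 C.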
NPSR antagonist: blocks cAMP signaling of the human neuropeptide S receptor. Q6W5P4. CHO-NPSR cells, cAMP TR-FRET, antagonist mode. Potency, µM (top dose mostly 38.3 µM), for the others: top-dose activity change, negative = inhibition, hits mostly inhibitors. hit rate 1% among 220,000; further: on the % scale 0 is the no-effect control and ±100 the full control effect; nearly all actives have a fitted effect of over 50% in size; many of its hits are not listed in these tables
SMN2 splice enh: SMN2 splice variant enhancement | HEK293 SMN2-luciferase splicing reporter, luminescence, 30-36 h | Potency, µM (top dose mostly 46.1 µM), for the others: at the highest dose activity change, positive = activation, hits mostly activators | hit rate 2.8% among 210,000 | AID 1458; further: % of control where 0% means no effect; nearly all actives have a fitted effect of over 55% in size
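HEK293 cells carry an SMN2 […]–luciferase reporter in which exon 7 inclusion puts luciferase in frame. Cells were plated 10-12 h before compound addition, then incubated 30-36 h at 37C. ONE-Glo luminescence was read; sodium butyrate at 4.5 mM final served as control.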
GoLoco inh red: inhibitors of human Gai1-RGS12 GoLoco interaction (red fluorophore). P63096. Gai1:RGS12 GoLoco peptide FP, rhodamine, 10 min. Potency, µM (top dose mostly 61.6 µM), without a hit: top-dose activity, negative = inhibition, most hits filed as inhibitors. hit rate 0.44% among 230,000; active means well fitted inhibition curve with a large enough effect, not every such curve was filed as active; inactive means no such curve, though single readings can be large or run the other way; further: on the % scale 0 is the no-effect control and ±100 the full control effect; nearly all actives have a fitted effect of over 30% in size; many of its hits are not listed in these tables
Target sequence (P63096 whole entry, looked up): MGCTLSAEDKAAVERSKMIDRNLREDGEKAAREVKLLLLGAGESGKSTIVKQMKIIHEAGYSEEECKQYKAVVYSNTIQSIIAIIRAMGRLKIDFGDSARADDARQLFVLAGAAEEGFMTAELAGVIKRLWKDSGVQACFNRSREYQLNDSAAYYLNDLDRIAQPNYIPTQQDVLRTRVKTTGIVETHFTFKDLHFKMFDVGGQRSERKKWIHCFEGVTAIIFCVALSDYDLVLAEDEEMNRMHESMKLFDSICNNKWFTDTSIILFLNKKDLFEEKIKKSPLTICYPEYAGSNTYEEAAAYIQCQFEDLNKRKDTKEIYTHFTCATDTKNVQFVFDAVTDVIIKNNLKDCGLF
IMPase Li inh: IMPase inhibition in cells with lithium potentiation; CHO-M1 cells, IP1 TR-FRET (IP-One), carbachol + lithium; Potency, µM (top dose mostly 59.4 µM), for inactives: at the highest dose activity, negative = IMPase inhibition, most hits filed as inhibitors; hit rate 0.35% among 210,000; AID 1457;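 further: IP1 builds up when IMPase is blocked and the TR-FRET signal falls; plate controls were basal vehicle for no effect and high inhibitor control for full effect; nearly all actives have a fitted effect of over 50% in size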
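CHO-M1, 2000 cells/well, 16–30 h culture; cpd + low Li+, 30 min 37C; lysis with d2-IP1/Eu-anti-IP1 Ab, 10 min RT; TR-FRET 665/620 ratio and 620 channel; AC50 via Hill.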
KinaseGlo FLuc: blocks Kinase-Glo luciferase, a counter-screen artifact. AID 1379. Potency, µM (highest dose often 38.3 µM), for inactives: at the top dose activity change, negative = inhibition, actives largely listed as inhibitors. Kinase-Glo luciferase, ATP luminescence, 8 min. hit rate 0.28% among 200,000; further: on the % scale 0 is the no-effect control and ±100 the full control effect; nearly all actives have a fitted effect of over 60% in size
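Compound is pinned into ATP-containing buffer (10 uM ATP, imidazole pH 7.2, 7 mM MgCl2). Kinase-Glo luciferase reagent is then added. Light output is recorded following an 8-min room-temperature incubation.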
JMJD2E inh: blocks human JMJD2E demethylase activity; JMJD2E catalytic domain, FDH-coupled NADH fluorescence (FDH is formaldehyde dehydrogenase); Potency, µM (titrated, usually from 57.1 µM), for the others: top-dose activity change, negative = inhibition, usual class: inhibitors; hit rate 1.6% among 230,000; active means well fitted inhibition curve with a large enough effect, not every such curve was filed as active; inconclusive means small, poorly fitted or top-dose-only effect, or another doubt; inactive means no such curve, though single readings can be large or run the other way;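 further: 0% = wells with enzyme and -100% = buffer wells without enzyme; nearly all actives have a fitted effect of over 50% in size; many of its hits are not listed in these tables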
Starred values were filed as active, the others as inactive; i = inactive; ? = inconclusive; . = not tested or not shown; [ ] = dose if it differs, or a comment. Unless noted, the call rests on the fitted dose curve; in most records, active means well fitted curve in the direction sought with a large enough effect; inconclusive means small, poorly fitted or top-dose-only effect, or another doubt; inactive means no such curve, though single readings can be large; an effect the other way counts as inactive or inconclusive. Potency means the concentration at half of the fitted maximal effect. Some of the compounds tested; rates above refer to the full screens.

SMILES	RECQ1 helicase	Epigenetic derep	NPSR antagonist	SMN2 splice enh	GoLoco inh red	IMPase Li inh	KinaseGlo FLuc	JMJD2E inh
CC(C)(C)c1ccc(O)c(CN(Cc2cc(C(C)(C)C)ccc2O)C2CCCCC2)c1	.	.	.	-8%[9.22 µM]	2%[14.2 µM]	-13%	-5%[7.66 µM]	.
CCOC(=O)c1c(NC(=O)CSc2nnc(Cc3ccccc3)o2)sc(C)c1C	-7%	-2.3%	-21%[46.1 µM]	-39%[inhibitor]	0%	16%	-3%	7%
Cn1c(=O)n(C)c2cc(NS(=O)(=O)c3ccc4c(c3)CCCC4)ccc21	-2%	-1.1%	-23%[46.1 µM]	-91%[inhibitor]	4%	40%[activator][38.3 µM]	-2%	4%
O=C(Cc1ccc(-n2cccc2)cc1)NCc1ccccc1Cl	-14%	0.9%	-6%	-7%	10%	0%	-3%	-8%
S=c1[nH]nc(CNc2ccc(Cl)cc2)n1Cc1ccccc1	i	3.0%	29%	.	7%	4%	0%	-8%
C#CCOCCOCCOCCNc1nc(N2CCN(C(=O)[C@H](Cc3ccc(O)cc3)n3cc(C(N)CC(C)C)nn3)CC2)nc(N2CCN(C(=O)[C@H](CCC(=O)O)n3cc(C(N)[C@H](C)CC)nn3)CC2)n1 (stereo partly specified)	-14%	-0.5%	-15%	.	4%	-2%	.	-4%
Cc1cccc(C(=O)Nc2oc(-c3ccccc3)cc2C#N)c1	-6%	2.2%	-4%[46.1 µM]	-14%	-1%	-21%[38.3 µM]	-3%	?
Cc1ccc(-c2nnc(CSc3nc4cc5c(cc4cc3C)OCO5)o2)cc1	-4%	3.8%	?	11%	4%	-2%[38.3 µM]	-8%	-11%
O=S(=O)(c1ccc(S(=O)(=O)N2CCN3CCCC3C2)cc1)N1CCCC1 (stereo unspecified)	-4%	-0.8%	-4%[46.1 µM]	-7%	0%	17%[38.3 µM]	0%	8%
C=CCNC(=S)/C(=C(/[O-])c1ccccc1Br)[n+]1ccccc1	i	1.3%	4%	3%	16%	18%	1%	7%
Cc1cc(C)nc(SCc2cn3c(C)cccc3n2)n1	-3%	-1.4%	15%	.	-1%	.	.	3%
CCOc1cc(S(=O)(=O)n2ccc(C)n2)ccc1Br	-2%	1.1%	-2%	-4%	2%	5%	-5%	4%
O=C1NC(=Nc2ccccc2)SC1Cc1ccccc1 (stereo unspecified)	14%	1.1%	-2%	.	-36%	-1%	1%	12%
CCn1c(=O)c([N+](=O)[O-])c(NCC2CCCO2)c2ccccc21 (stereo unspecified)	-2%	0.5%	-4%	.	-2%	.	.	7%
Cc1ccc(-n2c(SCC(=O)NCc3ccc4c(c3)OCO4)nnc2-c2cccnc2)c(C)c1	-2%	-1.8%	-19%[46.1 µM]	-2%	14%	0%[38.3 µM]	-2%	2%
COCC1=C(C(=O)OC)C(c2cccs2)n2ncnc2N1 (stereo unspecified)	-4%	1.3%	48%	.	4%	.	.	4%
O=C1C2C3C=CC(C3)C2C(=O)N1c1cccc(N2C(=O)C3C4C=CC(C4)C3C2=O)n1 (stereo unspecified)	-3%	0.9%	-8%[46.1 µM]	-1%	-5%	16%[38.3 µM]	-3%	6%
O=C(NCc1ccco1)c1cccc(Nc2nc3ccc(Br)cc3[nH]2)c1	-7%	-0.9%	-12%[46.1 µM]	-7%	7%	12%	8%	-3%
O=C(COc1ccccc1O)N1CCN(C(=O)c2ccco2)CC1	-3%	-1.0%	-6%[46.1 µM]	.	9%	14%[38.3 µM]	0%	-4%
CC(C)(C)C(=O)NC(NC(=S)Nc1sc2c(c1C#N)CCCC2)C(Cl)(Cl)Cl (stereo unspecified)	-1%	-0.2%	?	-1%	16%	10%[38.3 µM]	-2%	-9%
CNC(=O)COC(=O)c1cc(SC)ccc1Cl	-1%	-0.2%	1%	8%	1%	2%	1%	?
Cc1cc(C)nc(SCc2ccc([N+](=O)[O-])cc2)n1	-6%	-4.7%	38%	.	4%	9%	0%	3%
CC(=O)NCCC1CCCCN1Cc1nc(Cc2cccc(C(F)(F)F)c2)no1 (stereo unspecified)	-4%	-0.2%	-1%	.	8%	-2%	.	-1%
Cc1ccc(C(C(=O)NC(C)(C)C)N(C(=O)c2csnn2)c2ccccc2F)o1 (stereo unspecified)	13%	-0.7%	0%[46.1 µM]	9%	-1%	10%[38.3 µM]	-7%	-2%
O=C1N2CCSC2=NC1(Nc1nccs1)C(F)(F)F (stereo unspecified)	i	1.2%	?	24%	13%	14%[38.3 µM]	3%	6%

(more compounds)
SMILES	RECQ1 helicase	Epigenetic derep	NPSR antagonist	SMN2 splice enh	GoLoco inh red	IMPase Li inh	KinaseGlo FLuc	JMJD2E inh
O=c1cnc2cnc(Oc3ccccc3)nc2n1Cc1cccs1	-4%	.	.	-20%	12%	19%	-1%	.
COc1cc(NC(=O)c2ccco2)c(OC)cc1NC(=O)Nc1ccccc1Cl	-7%	2.0%	4%[46.1 µM]	.	6%	13%[38.3 µM]	2%	-17%
COC(=O)c1ccc2c(c1)N(Cc1cc(C)ccc1C)C(=O)c1ccccc1S2=O (stereo unspecified)	-15%	0.4%	0%	-7%	1%	-3%	3%	4%
Cc1ccc(S(=O)(=O)Nc2ccc(O)c3ncccc23)cc1	-3%	?	-28%	-108%[inhibitor]	4%	27%	-4%	25µM*
COc1ccc(C(=O)Nc2ccc(NC(=O)c3ccco3)c(Cl)c2)cc1OC	-2%	5.7%	-12%[46.1 µM]	-17%	50%[activator]	-2%[38.3 µM]	-13%	-29%
COc1ccc(S(=O)(=O)N(CC(=O)NCc2cccnc2)C2CCCCC2)cc1OC	-3%	0.0%	-2%	.	7%	.	.	6%
CCOC(=O)/C=c1\s/c(=C\c2ccc(-c3ccccc3)cc2)c(=O)n1CC(=O)NCc1ccc2c(c1)OCO2	-1%	2.1%	2%	21%	14%	0%	-5%	-4%
COc1ccc(/C=N/NC(=O)c2ccncc2)c(C(=O)O)c1OC	-1%	1.1%	6%	.	4%	.	.	1%
C=CCNC(=S)NCc1cccnc1	i	-1.0%	10%	-3%	1%	-1%	-2%	5%
COC(=O)C1=NNC2(c3ccc(Cl)cc3)C(=O)N(c3ccccc3)C(=O)C12 (stereo unspecified)	-5%	0.0%	-15%[46.1 µM]	2%	3%	-3%	3%	2%
O=C(Nc1ccc(Cl)c(Cl)c1)OCc1cnc(Cl)s1	2%	-0.7%	-18%[46.1 µM]	-3%	3%	10%[38.3 µM]	-2%	-2%
O=C1OCCC1Sc1nc2cc(Cl)ccc2n1Cc1ccccc1 (stereo unspecified)	-11%	-1.0%	-18%[46.1 µM]	-13%	-9%	5%[38.3 µM]	0%	1%
Cc1ccc(CNC(=O)C23CN(Cc4ccccc4)CC2C(c2ccc([N+](=O)[O-])cc2)=NO3)o1 (stereo unspecified)	i	-1.1%	?	-17%	6%	13%[38.3 µM]	9%	7%
Cn1c(SC/C=C/c2ccccc2)nnc1-c1ccco1	i	0.0%	-4%[46.1 µM]	-28%	-10%	7%	0%	5%
O=S(=O)(Nc1cccnc1)c1cccc(C(F)(F)F)c1	0%	1.2%	-2%[46.1 µM]	4%	2%	14%[38.3 µM]	2%	-1%
O=C(NCC1CC1)c1ccc2c3n(nc2c1)-c1ccccc1CO3	i	-1.7%	-9%	.	16%	.	.	?
CCCOc1ccc(-c2nnc(-c3ccncc3)o2)cc1	-4%	-0.2%	-8%[46.1 µM]	?	2%	-10%[38.3 µM]	-12%	?
CCN(CC)CP(=O)(c1ccccc1)c1ccccc1	i	-1.6%	-13%[46.1 µM]	-2%	-9%	-6%[38.3 µM]	2%	-3%
CCn1c(NC(=O)c2ccc(COc3ccc(C)cc3[N+](=O)[O-])o2)nc2ccccc21	-13%	-5.5%	-19%[46.1 µM]	-23%	19%	27%[38.3 µM]	-1%	-3%
CCOC(=O)N1CCN(C(=O)c2cccn3c(=O)c4cc(Cl)ccc4nc23)CC1	14%	0.9%	-3%[46.1 µM]	-6%	-3%	-19%[38.3 µM]	-2%	?
O=C(NCCCN1CCOCC1)c1cc(-c2ccc(F)cc2)on1	i	1.0%	0%[46.1 µM]	-21%	6%	-5%[38.3 µM]	1%	9%
Cc1cc(C)cc(-n2ccnc2SCC(=O)Nc2ccc3c(c2)OCCO3)c1	-11%	-16%	-25%[46.1 µM]	-35%[inhibitor]	-8%	31%[38.3 µM]	2%	-8%
Cc1ccc2nc(COc3ccc(Cl)cc3)cc(=O)n2c1	-13%	0.0%	3%	13µM*	11%	12%	3%	?
CCc1ccc(C(=O)c2ccccc2C(=O)O)s1	-5%	0.8%	-7%[46.1 µM]	-12%	5%	-9%[38.3 µM]	-3%	6%
COC(=O)c1cccc(Cn2cc([N+](=O)[O-])cn2)c1	-2%	-0.5%	12%	2%	-3%	3%	2%	-7%

Nothing new here: entries from further up.
SMILES	RECQ1 helicase	Epigenetic derep	NPSR antagonist	SMN2 splice enh	GoLoco inh red	IMPase Li inh	KinaseGlo FLuc	JMJD2E inh
Cc1ccc2nc(COc3ccc(Cl)cc3)cc(=O)n2c1	-13%	0.0%	3%	13µM*	11%	12%	3%	?
CCc1ccc(C(=O)c2ccccc2C(=O)O)s1	-5%	0.8%	-7%[46.1 µM]	-12%	5%	-9%[38.3 µM]	-3%	6%
COC(=O)c1cccc(Cn2cc([N+](=O)[O-])cn2)c1	-2%	-0.5%	12%	2%	-3%	3%	2%	-7%

Next part
SMILES	RECQ1 helicase	Epigenetic derep	NPSR antagonist	SMN2 splice enh	GoLoco inh red	IMPase Li inh	KinaseGlo FLuc	JMJD2E inh
O=C(CSc1nnc(-c2ccncc2)n1CCc1ccccc1)N1CCCC1	i	0.0%	4%	.	1%	.	.	3%
CC(C)(C)c1ccc(C(=O)NCC(=O)OCC(=O)Nc2ccc3c(c2)OCCO3)cc1	-25%	-1.5%	12%	4%	12%	4%	-1%	-7%
CCOC(=O)CCCCC(=O)c1[nH]c(=O)[nH]c1CN1CCOCC1	-19%	0.0%	-5%[46.1 µM]	.	-7%	-3%[38.3 µM]	2%	6%
Cc1cc(NC(=O)CSc2nnc(Cn3c(=O)sc4ccccc43)n2-c2ccccc2C)no1	0%	-1.0%	-2%[46.1 µM]	6%	11%	1%	1%	8%
Cc1ccc(C)n1-c1cc([N+](=O)[O-])ccc1-n1ccnc1	-5%	0.0%	6%	.	5%	.	.	-14%
CC(/C=N/NC(=O)c1ccco1)=C\c1ccccc1	-3%	-0.8%	-32%	2.5µM*	-3%	1%	-20%	-6%
